PLCb3 inh = human PLC-beta3 inhibitors, primary screen, biochemical, fluorescence | inhibition, % at 12.2 µM | 1-phosphatidylinositol 4,5-bisphosphate phosphodiesterase beta-3 (Homo sapiens), Q01970 | Purified PLC-beta3, fluorogenic substrate | AID 720704, 2013 | 0.18% of 370,000 active; in the data active = inhibition above about 11%;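 also: 0% = median of compound wells on plate and 100% = full blocker control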
Tn6 DDE FP = inhibitors of Tn6 peptide binding to fibrin DD(E), primary screen, biochemical, fluorescence polarization, human fibrin, Tn6 probe | Fibrinogen beta chain (Homo sapiens), P02675 | Fibrin DD(E) TRITC-Tn6 fluorescence polarization displacement | inhibition, % at 8.3 µM | 0.21% of 370,000 active | AID 720509, 2013;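 active = inhibition above a per-campaign cutoff: mean of compounds within control limits plus 3 SD, cut at about 15% in these data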;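 also: 0% = median of all compound wells on the plate and 100% = blocking peptide control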
Target sequence (P02675 whole entry, looked up): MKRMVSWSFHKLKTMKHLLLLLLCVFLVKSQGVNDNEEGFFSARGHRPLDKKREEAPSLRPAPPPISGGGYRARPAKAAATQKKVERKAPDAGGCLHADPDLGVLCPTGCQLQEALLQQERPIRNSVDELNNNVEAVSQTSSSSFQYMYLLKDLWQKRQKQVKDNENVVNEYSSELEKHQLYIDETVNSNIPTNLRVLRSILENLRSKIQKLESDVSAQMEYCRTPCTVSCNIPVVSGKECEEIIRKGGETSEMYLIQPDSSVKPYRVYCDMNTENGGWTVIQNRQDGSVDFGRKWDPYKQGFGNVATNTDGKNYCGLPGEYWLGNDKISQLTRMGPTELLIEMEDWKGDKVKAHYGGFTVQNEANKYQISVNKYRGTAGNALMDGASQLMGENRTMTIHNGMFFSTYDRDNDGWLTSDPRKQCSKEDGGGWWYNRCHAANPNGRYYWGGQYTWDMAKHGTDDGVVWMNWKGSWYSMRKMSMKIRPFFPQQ
MBD2 DNA inh = inhibitors of MBD2 binding to methylated DNA, primary screen, biochemical, TR-FRET, DNA-binding domain, human; MBD2 binding to methylated oligonucleotide; Methyl-CpG-binding domain protein 2 (Homo sapiens), Q9UBB5; 0.31% of 370,000 active; inhibition, % at 4.4 µM; in the data active = inhibition above about 13%
ADAM17 inh = ADAM17 inhibitors, primary screen, biochemical, QFRET; recombinant ADAM17, EDANS/DABCYL FRET peptide cleavage; inhibition, % at 6.95 µM; 0.83% of 370,000 active; AID 720648, 2013;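 active = inhibition above the mean of compounds lying between control limits plus 3 SD, set per campaign, cut at about 8.5% in these data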;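 also: 0% = DMSO-only wells as the low control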
KLK7 zymogen act = proKLK7 zymogen activators, primary screen, biochemical, fluorescence intensity | Kallikrein-7 (Homo sapiens), P49862 | purified proKLK7, EDANS-DABCYL substrate fluorescence; 100% is mature enzyme control, 0% vehicle | activation, % at 7 µM | 0.9% of 370,000 active | AID 652039, 2013;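 active = activation above the mean of all tested compounds plus 3 SD, computed per campaign excluding outliers beyond control limits, cut at about 13% in these data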
ASAP1 inh = inhibitors of human ASAP1 ArfGAP activity, primary screen, biochemical, fluorescence polarization; 0.19% of 360,000 active; AID 624377, 2012; ASAP1-stimulated ARF1 GTP hydrolysis, GDP FP detection; inhibition, % at 16.5 µM; Arf-GAP with SH3 domain, ANK repeat and PH domain-containing protein 1 (Homo sapiens), …; in the data active = inhibition above about 25%;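 also: 0% = vehicle with enzyme and substrate and 100% = no enzyme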
Target sequence (Q9ULH1 325-724 limits assumed): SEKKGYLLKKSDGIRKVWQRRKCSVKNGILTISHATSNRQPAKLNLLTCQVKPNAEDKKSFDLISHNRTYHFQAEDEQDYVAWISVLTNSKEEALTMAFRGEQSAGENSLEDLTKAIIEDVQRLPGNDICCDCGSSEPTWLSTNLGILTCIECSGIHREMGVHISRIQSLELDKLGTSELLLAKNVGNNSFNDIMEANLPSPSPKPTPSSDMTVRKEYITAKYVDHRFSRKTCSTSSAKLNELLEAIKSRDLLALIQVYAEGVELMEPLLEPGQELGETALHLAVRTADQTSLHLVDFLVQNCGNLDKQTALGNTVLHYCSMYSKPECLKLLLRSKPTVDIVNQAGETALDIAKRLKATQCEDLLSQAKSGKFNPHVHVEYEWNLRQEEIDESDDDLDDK
UHRF1 MBD2 ctr = UHRF1 methylated DNA binding inhibitors, primary screen, counter-screen for MBD2 inhibitor project, biochemical, TR-FRET, human UHRF1, single concentration. UHRF1 binding to methylated oligo. inhibition, % at 4.4 µM. 0.75% of 370,000 active. AID 687016, 2013; in the data active = inhibition above about 21%;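 also: UHRF1 SRA domain binding a hemimethylated CpG hairpin DNA probe; 0% = median of test compound wells and 100% = reference inhibitor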
ARFGAP1 inhibitor = inhibitors of rat ARFGAP1 GAP activity, primary screen, biochemical, fluorescence polarization, GDP tracer; ADP-ribosylation factor GTPase-activating protein 1 (Rattus norvegicus), Q62848; Arfgap1-stimulated ARF1 GTP hydrolysis, GDP FP detection; inhibition, % at 16.5 µM; 0.26% of 360,000 active; AID 651572, 2012;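 active = inhibition above a per-plate limit, mean inhibition of low control wells plus 3 SD, cut at about 25% in these data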;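 also: 0% = DMSO wells with enzyme and 100% = wells lacking Arfgap1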
Target sequence (Q62848 1-136 limits assumed): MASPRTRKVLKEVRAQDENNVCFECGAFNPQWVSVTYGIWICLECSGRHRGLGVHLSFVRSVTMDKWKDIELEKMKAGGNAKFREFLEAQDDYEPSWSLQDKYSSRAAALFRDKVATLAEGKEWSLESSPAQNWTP
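material = rat Arfgap1 catalytic domain, aa 1-136 | also added = human ARF1(Δ1-17)-GTP substrate | compound dosing = one concentration, 16.5 µM, DMSO 1.26% | times = GTP hydrolysis reaction 2 h at 25 °C | measured by = FP, GDP Alexa 633 tracer displaced from anti-GDP antibody, 620/688 nm | evaluation = percent inhibition of Arfgap1-stimulated GTP hydrolysis | replication = single well per compound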
PLC-gamma1 inh = PLC-gamma1 enzyme inhibitors, primary screen, biochemical, fluorescence, purified enzyme | 1-phosphatidylinositol 4,5-bisphosphate phosphodiesterase gamma-1 (Homo sapiens), P19174 | fluorogenic substrate | inhibition, % at 12.2 µM | 0.84% of 370,000 active; in the data active = inhibition above about 9.5%
Tn7 DDE FP = inhibitors of Tn7 peptide binding to fibrin DD(E), primary screen, biochemical, fluorescence polarization, human fibrin, Tn7 probe. FP displacement of FITC-Tn7 peptide from fibrin DD(E); 0% = median of compound wells per plate. 0.13% of 370,000 active. AID 720508, 2013. inhibition, % at 8.3 µM;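 active = inhibition above the mean of compounds falling within the control limits plus 3 SD of them, cut at about 14% in these data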;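 also: 0% = plate median of compound wells and 100% = 10 µM Aha-Tn7 peptide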
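Also added: labelled Tn7 tracer, 0.1 µM; Assay system: human fibrin DD(E) protein; Amount: 2 µM fibrin DD(E); Schedule: 10 min compound pre-incubation, 3 h probe incubation at room temperature; Repeats: one replicate per compound; Read-out basis: percent inhibition; Measured by: fluorescence polarization of the labelled Tn7 tracer.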
Starred values were filed as active, the others as inactive; . = not tested or not shown.

SMILES	PLCb3 inh	Tn6 DDE FP	MBD2 DNA inh	ADAM17 inh	KLK7 zymogen act	ASAP1 inh	UHRF1 MBD2 ctr	ARFGAP1 inhibitor	PLC-gamma1 inh	Tn7 DDE FP
CCCc1cc(=O)oc2cc(OCC(=O)Nc3ccc(CN4CCOCC4)cc3)c(Cl)cc12	-7	-8	1	-7	0.3	11	-1	9	1	-3
O=C(CCc1ccccc1)OCC(=O)c1ccc(Br)cc1	4	3	-4	6	0.5	-8	-1	8	4	2
CN(CCc1ccccn1)C(=O)CCC1CCCN(C(=O)c2ccc3c(c2)OCCO3)C1 (stereo unspecified)	-2	1	-4	-4	-0.4	6	-1	-7	0	0
Cc1c(NC(=O)CSc2ncccn2)c(=O)n(-c2ccccc2)n1C	-2	-3	3	-2	-0.1	10	-1	4	2	4
S=C(NCCc1c[nH]c2ccccc12)NC1CC1	-3	-5	0	-3	-0.2	12	-3	3	-1	1
O=C1c2ccccc2C(=O)N1CCC#Cc1ccc2cc(CCO)oc(=O)c2c1	-3	3	4	-7	-0.3	-9	2	-10	-1	3
C[C@H]1CN([C@@H](C)CO)S(=O)(=O)c2ccc(Br)cc2O[C@@H]1CN(C)C(=O)CCN1CCCCC1	3	6	-4	-3	-0.4	-3	1	-11	-2	-6
O=C(Nc1c(-c2ccccc2)nc2ccccn12)c1cccc(F)c1	0	1	3	-1	-0.5	3	-1	9	3	1
Nc1ncnc(N2CCOCC2)n1	-2	-1	1	-4	0.0	-8	-2	7	-2	-5
Cn1c(CSCc2ccc(Cl)cc2Cl)n[nH]c1=S	-2	4	3	0	-0.5	1	2	-6	-2	9
COc1ccccc1CNC(=O)Cn1c(=O)oc2cc(S(=O)(=O)N3CCCC3)ccc21	-3	-3	-6	-4	0.1	-5	-1	-5	2	1
COc1ccc(C)cc1NC(=O)c1sc2ncnc(N3CCN(c4ccccn4)CC3)c2c1C	-7	-6	7	1	-17	10	1	-2	-1	-4
CCCc1cc(=O)oc2cc(OCC(=O)NC(Cc3ccc(Cl)cc3)C(=O)O)ccc12 (stereo unspecified)	-8	-2	4	-43	-0.3	5	1	3	-4	-3
CC(C)(C)c1ccc(Oc2ncccc2NC(=O)c2cccs2)cc1	-4	8	-4	3	0.1	-18	-2	-2	2	1
CC(=O)c1cccc(NC(=O)c2cc(-c3ccco3)nc3ccccc23)c1	-371	2	-3	-81	-4.5	-10	-1	8	-224	1

Reformatted with bars between the fields: part of the list above
Compound | PLCb3 inh | Tn6 DDE FP | MBD2 DNA inh | ADAM17 inh | KLK7 zymogen act | ASAP1 inh | UHRF1 MBD2 ctr | ARFGAP1 inhibitor | PLC-gamma1 inh | Tn7 DDE FP
CCCc1cc(=O)oc2cc(OCC(=O)Nc3ccc(CN4CCOCC4)cc3)c(Cl)cc12 | -7 | -8 | 1 | -7 | 0.3 | 11 | -1 | 9 | 1 | -3
O=C(CCc1ccccc1)OCC(=O)c1ccc(Br)cc1 | 4 | 3 | -4 | 6 | 0.5 | -8 | -1 | 8 | 4 | 2
CN(CCc1ccccn1)C(=O)CCC1CCCN(C(=O)c2ccc3c(c2)OCCO3)C1 (stereo unspecified) | -2 | 1 | -4 | -4 | -0.4 | 6 | -1 | -7 | 0 | 0
Cc1c(NC(=O)CSc2ncccn2)c(=O)n(-c2ccccc2)n1C | -2 | -3 | 3 | -2 | -0.1 | 10 | -1 | 4 | 2 | 4
S=C(NCCc1c[nH]c2ccccc12)NC1CC1 | -3 | -5 | 0 | -3 | -0.2 | 12 | -3 | 3 | -1 | 1
O=C1c2ccccc2C(=O)N1CCC#Cc1ccc2cc(CCO)oc(=O)c2c1 | -3 | 3 | 4 | -7 | -0.3 | -9 | 2 | -10 | -1 | 3
C[C@H]1CN([C@@H](C)CO)S(=O)(=O)c2ccc(Br)cc2O[C@@H]1CN(C)C(=O)CCN1CCCCC1 | 3 | 6 | -4 | -3 | -0.4 | -3 | 1 | -11 | -2 | -6
O=C(Nc1c(-c2ccccc2)nc2ccccn12)c1cccc(F)c1 | 0 | 1 | 3 | -1 | -0.5 | 3 | -1 | 9 | 3 | 1
Nc1ncnc(N2CCOCC2)n1 | -2 | -1 | 1 | -4 | 0.0 | -8 | -2 | 7 | -2 | -5
Cn1c(CSCc2ccc(Cl)cc2Cl)n[nH]c1=S | -2 | 4 | 3 | 0 | -0.5 | 1 | 2 | -6 | -2 | 9
COc1ccccc1CNC(=O)Cn1c(=O)oc2cc(S(=O)(=O)N3CCCC3)ccc21 | -3 | -3 | -6 | -4 | 0.1 | -5 | -1 | -5 | 2 | 1

Further compounds.
SMILES	PLCb3 inh	Tn6 DDE FP	MBD2 DNA inh	ADAM17 inh	KLK7 zymogen act	ASAP1 inh	UHRF1 MBD2 ctr	ARFGAP1 inhibitor	PLC-gamma1 inh	Tn7 DDE FP
Cc1nc2cc(Cl)c(Cl)cc2n1CCCO	-6	-5	-3	0	0.1	3	5	-6	0	2
Cc1ccccc1C1=NC(C(F)(F)F)(C(F)(F)F)c2c(n(-c3ccc(F)cc3)c(=O)[nH]c2=O)N1	-18	-1	4	-6	2.1	1	2	-9	-16	3
Cc1cccc(NC(=O)CCS(=O)(=O)c2ccccc2)c1C	-2	4	1	-2	0.0	.	2	.	-2	1
COc1ccccc1N1CCN(C(c2cc3cc(C)ccc3[nH]c2=O)c2nnnn2C2CCCC2)CC1 (stereo unspecified)	-6	2	-3	-6	-0.6	-2	-3	-14	-2	0
COc1ccc(N2C(=O)C(CC(=O)O)S/C2=N\N=C\c2cccs2)cc1 (stereo unspecified)	-1	-1	1	1	0.3	2	-3	11	2	-1
C/C(=N/NS(=O)(=O)c1ccccc1)c1c[nH]c2ccccc12	-4	8	1	1	0.1	-10	0	-4	-1	-1
O=C(Nc1nnc(-c2ccccn2)o1)c1cccc(Br)c1	-3	3	-4	-1	-0.8	-3	-3	-7	2	1
CCOC(=O)C1(Cc2cccc(OC)c2)CCN(Cc2cccc(OCC)c2O)CC1	0	-5	-11	5	-0.4	3	1	-4	2	-6
Cc1cc(N(C)C)ccc1[N+](=O)[O-]	0	0	-8	2	-0.1	-1	-4	7	0	2
C=CCC[C@@H](Cc1ccc(F)cc1)C(=O)OC[C@@H](NC(=O)[C@@H](CC=C)CC(=O)N[C@H](CO)Cc1ccccc1)C(C)(C)C	8	-5	-1	9.6*	0.1	-3	-2	-7	11*	1
Cc1ccc(C(=O)N(C)CC(=O)Nc2cccc(C)c2C)o1	-3	1	1	-1	-0.4	1	-1	8	-1	2
COC(=O)CNC(=O)c1cccc(F)c1	0	-2	1	-3	0.2	7	-3	-1	-3	1
COC(=O)C1=C(N)Oc2cc(C)n(Cc3cccnc3)c(=O)c2C1c1ccccc1OC (stereo unspecified)	2	-5	-2	-3	-0.2	-7	-2	16	1	-1
CC(C)CC(=O)NC(=S)Nc1ccccn1	3	-2	-2	2	-0.2	-13	3	0	9	3
O=S(=O)(c1ccc(Cl)cc1)N1CCC(O)(CN2CCN(Cc3ccccc3)CC2)CC1	4	0	-4	0	-0.3	-13	0	-1	2	6
c1coc(-c2nnc(NC3=NCCC3)o2)c1	2	3	2	0	-0.1	-6	1	4	-4	4
CCSc1nnc(NC(=O)c2ccc3nc[nH]c3c2)s1	-19	-1	-4	-2	0.5	-2	-4	1	-12	-8
O=C1c2ccccc2C(=O)N1CCCc1cn(C[C@H]2CC[C@H](Cn3cc(CCCN4C(=O)c5ccccc5C4=O)nn3)O2)nn1	6	3	0	3	0.1	-9	-1	-5	2	-8
COCCNc1nc(NCCOc2ccccc2Cl)c2sc(-c3ccccc3)cc2n1	-7	-12	2	-8	-0.9	0	-3	3	-7	2
CNC(=O)C(=O)Nc1c(O)c2ccccc2[nH]c1=O	-14	1	-3	-3	-0.8	-1	0	-1	-1	-8
O=C(CN1CCN(c2ccc(O)cc2)CC1)Nc1cc([N+](=O)[O-])ccc1Cl	1	2	-2	1	-0.9	-1	2	-7	2	-10
COc1ccc(C(=O)NCC(O)CN2CCOCC2)cc1[N+](=O)[O-] (stereo unspecified)	-4	9	-4	0	0.0	-4	2	-3	-1	0
Cc1ccc(-c2nnc(SCC(=O)O)n2N)cc1	1	-3	3	-2	0.1	-2	4	-4	-2	12
COc1ccc(C2CC(=O)C(c3ccc(C#N)cc3)=CN2Cc2ccccc2)cc1 (stereo unspecified)	-31	-15	1	-2	0.6	-5	-1	-7	-20	-3
Cc1noc(C)c1S(=O)(=O)Nc1cccc(C(F)(F)F)c1	-7	-4	-3	3	-0.1	-8	-2	5	-4	-6
CCCCNC(=O)c1onc(CSc2cc(C)cc(C)c2)c1C(=O)O	-7	5	-4	2	0.1	-8	2	9	-5	5
S=c1[nH]c2ccccc2n1Cc1ccccc1	-3	5	-2	2	-0.6	-5	1	4	2	-1
CC(C)(C)C(=O)NC1(C(F)(F)F)NC(=O)N(CCc2ccccc2)C1=O (stereo unspecified)	-2	-1	1	-2	0.2	14	3	6	2	-2
O=c1oc2ccccc2cc1-c1csc(Cc2nc(-c3ccc(Cl)cc3)cs2)n1	-22	-13	10	-17	-1.6	2	5	12	-11	7
CCC1(CC)Cc2ccccc2C2=C(C(=O)N3CCCCC3)C(=O)C(=O)N21	4	10	-2	1	0.1	-5	5	1	4	-2
Cn1cc(P(=S)(N2CCOCC2)N2CCOCC2)cc1P(=O)(N1CCOCC1)N1CCOCC1	-4	2	-4	1	-0.1	-8	3	-1	18*	1
Cn1c(N)c(C(=O)COC(=O)Cc2cccc(C(F)(F)F)c2)c(=O)n(C)c1=O	-5	10	7	1	0.6	9	16	5	1	-1

Source: PubChem BioAssay (The Scripps Research Institute Molecular Screening Center)
